Bioassay records: PubChem, National Center for Advancing Translational Sciences (NCATS)
Vif-APOBEC3G blk: qHTS for Inhibitors of Vif-A3G Interactions: qHTS; Potency, µM (titrated, usually from 46.1 µM), without a hit: top-dose activity, negative = active, most hits filed as inhibitors; 0.076% of 410,000 active; HeLa A3G-eYFP + Vif (tagged APOBEC3G with the HIV-1 protein that degrades it), YFP fluorescence, overnight; DNA dC->dU-editing enzyme APOBEC-3G (Homo sapiens), Q9HC16;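 note: potency is the fitted concentration of half-maximal effect; % is set by controls: 0 for no effect and ±100 for the full control effect; nearly all actives have a fitted effect of over 60% in size; hits raise eYFP signal because A3G escapes Vif-driven loss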
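Read-out is eYFP fluorescence (Ex 488/Em 500-530) from Vif-expressing HeLa A3G-eYFP cells; more signal means A3G escaped Vif-mediated degradation. Cells plated overnight, compound pinned in, incubated overnight at 37 deg C.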
LDHA block: qHTS assay for inhibitors of human lactate dehydrogenase; L-lactate dehydrogenase A chain (Homo sapiens), P00338; purified LDHA, NADH/diaphorase-resazurin fluorescence; stronger effect = lower value; activity change, % (values are at about 110 or 230 µM); 0.15% of 480,000 active; in the data active = activity change below about -30%; inconclusive = mostly about -25% to -30%;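 note: plate controls were DMSO wells for no effect and wells without enzyme for full effect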
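Remaining NADH was detected by diaphorase (0.133 mg/mL) converting 37 µM resazurin to fluorescent resorufin, read at 0 and 20 minutes. The preceding 5-minute room-temperature reaction used 2 nM LDHA, 0.2 mM sodium pyruvate and 0.06 mM NADH at pH 7.4.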
USP1-UAF1 inh: Inhibitors of USP1/UAF1: Primary Screen; Ubiquitin carboxyl-terminal hydrolase 1 (Homo sapiens), O94782; recombinant USP1/UAF1, Ub-Rhodamine cleavage fluorescence; Potency, µM (doses to about 57.1 µM), inactives show at the top dose activity change, negative = inhibition, most hits filed as inhibitors; 0.23% of 390,000 active; AID 743255, 2014; note: potency is the fitted concentration of half-maximal effect; % is set by controls: 0 for no effect and ±100 for the full control effect; nearly all actives have a fitted effect of over 60% in size; inactives centre near -12
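USP1/UAF1 complex (1 nM) preincubated 15 min at room temperature with compound, then Ub-Rho substrate (150 nM final) added. Kinetic fluorescence at 480/540 nm over 6 reads at 60 s intervals; 50 mM HEPES pH 7.8, 0.5 mM EDTA, 0.1 mg/ml BSA, 1 mM TCEP, 0.01% Tween-20.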
RXFP1 ag: qHTS Assay for Agonists of the Relaxin Receptor RXFP1 | Relaxin receptor 1 (Homo sapiens), Q9HBX9 | HEK293T-RXFP1 cAMP TR-FRET, 30 min; response scale: percent of porcine relaxin response, buffer zero | Potency, µM (highest dose often 57.5 µM), for inactives: at the top dose activation, hits mostly activators | 0.3% of 370,000 active | AID 2676, 2010; note: potency is the fitted concentration of half-maximal effect; % is set by controls: 0 for no effect and ±100 for the full control effect; nearly all actives have a fitted effect of over 60% in size; many of its hits are not listed in these tables
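HEK293T cells stably expressing RXFP1 were pretreated with the PDE4 inhibitor Ro 20174, exposed to compounds for 30 min at 37C, lysed, and cAMP was read by TR-FRET. Data normalized to buffer (basal) and 29 nM porcine relaxin (100%).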
Vif-A3F inh: qHTS for Inhibitors of Vif-A3F Interactions: qHTS; HeLa A3F-eYFP + Vif (tagged APOBEC3F with the HIV-1 protein that degrades it), YFP fluorescence increase; Potency, µM (top dose mostly 46.1 µM), for inactives: at the top dose activity, negative = active; AID 602313, 2012; 0.2% of 390,000 active; note: potency is the fitted concentration of half-maximal effect; % of control where 0% means no effect; nearly all actives have a fitted effect of over 65% in size
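HeLa cells stably expressing A3F-eYFP plus Vif, plated and incubated overnight at 37 deg C, then exposed to compounds overnight at 37 deg C. Blocked degradation read as raised yellow fluorescence (Ex 488/Em 500-530).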
Glioma ERSR ind: qHTS for Inducers of the Endoplasmic Reticulum Stress Response (ERSR) in Human Glioma: qHTS. Potency, µM, without a hit: at the top dose activation, hits mostly activators. U87-MG GRP78 promoter luciferase reporter, 16 h. 0.02% of 420,000 active; note: potency is the fitted concentration of half-maximal effect; series mostly up to about 76 µM; % of control where 0% means no effect; nearly all actives have a fitted effect of over 35% in size
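Stably transfected U87-MG glioma cells carrying a GRP78-based luciferase sensor; 16 h compound incubation. Luminescence end-point read 10 min after Bright-Glo addition at room temperature.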
PI4K2A inh: qHTS for small molecular inhibitors of PI4K2A | Phosphatidylinositol 4-kinase type 2-alpha (Homo sapiens), Q9BTU6 | purified PI4K2A, ADP-Glo luminescence, 1 h; stronger effect = lower value | activity change, negative = inhibition, % at 76.9 µM | 0.13% of 420,000 active; in the data active = activity change below about -50%; inconclusive = mostly about -30% to -49%;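 note: -100% = wells without enzyme as full effect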
Target sequence (Q9BTU6 whole entry, looked up): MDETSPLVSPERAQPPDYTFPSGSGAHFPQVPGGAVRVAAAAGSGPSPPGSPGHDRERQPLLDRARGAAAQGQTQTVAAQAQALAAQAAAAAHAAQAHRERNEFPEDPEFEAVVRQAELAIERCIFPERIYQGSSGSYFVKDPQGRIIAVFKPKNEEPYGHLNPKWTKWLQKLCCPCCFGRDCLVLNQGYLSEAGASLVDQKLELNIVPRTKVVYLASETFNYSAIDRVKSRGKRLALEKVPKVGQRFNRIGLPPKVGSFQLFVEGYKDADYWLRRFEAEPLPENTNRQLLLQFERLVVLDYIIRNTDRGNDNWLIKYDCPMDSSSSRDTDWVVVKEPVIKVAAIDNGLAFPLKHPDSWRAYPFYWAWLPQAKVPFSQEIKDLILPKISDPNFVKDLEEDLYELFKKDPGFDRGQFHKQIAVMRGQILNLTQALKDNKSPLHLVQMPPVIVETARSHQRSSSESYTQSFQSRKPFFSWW
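ADP-Glo luminescence measured ADP generated by PI4K2A enzyme (4 ug/mL before mixing) with 1.2 mM PI substrate (pre-mix) and 300 microM ATP (pre-mix). Tris pH7.5 buffer with MgCl2, Triton X-100; 1 h reaction at ambient temperature.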
TrxR1 substrate: qHTS Assay for Substrates of Mammalian Selenoprotein Thioredoxin Reductase 1 (TrxR1): qHTS. Thioredoxin reductase 1, cytoplasmic (Rattus norvegicus), O89049. Potency, µM (highest dose often 114 µM), inactives show at the top dose activity change, negative = substrate turnover. purified TrxR1 substrate turnover, NADPH consumption readout. AID 588456, 2011. 0.01% of 390,000 active; note: potency is the fitted concentration of half-maximal effect; % is set by controls: 0 for no effect and ±100 for the full control effect; nearly all actives have a fitted effect of over 50% in size
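Rat TrxR1, dispensed at 90 nM, was prereduced with 400 uM NADPH (final) for 5 min at ~22 deg C, then incubated with compound 15 min before 400 uM selenite. A first-read NADPH fluorescence drop versus no-compound background flagged substrates.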
IDH1 R132H inh: qHTS for Inhibitors of mutant isocitrate dehydrogenase 1 (IDH1): qHTS | Isocitrate dehydrogenase [NADP] cytoplasmic (Homo sapiens), O75874 | IDH1-R132H enzyme, NADPH consumption, diaphorase/resazurin fluorescence | Potency, µM (top dose mostly 76.6 µM), for the others: at the highest dose activity change, negative = inhibition, usual class: inhibitors | 0.093% of 390,000 active | AID 602179, 2012; note: potency is the fitted concentration of half-maximal effect; % is set by controls: 0 for no effect and ±100 for the full control effect; nearly all actives have a fitted effect of over 65% in size
Target sequence (O75874 whole entry R132H, stated change not applied): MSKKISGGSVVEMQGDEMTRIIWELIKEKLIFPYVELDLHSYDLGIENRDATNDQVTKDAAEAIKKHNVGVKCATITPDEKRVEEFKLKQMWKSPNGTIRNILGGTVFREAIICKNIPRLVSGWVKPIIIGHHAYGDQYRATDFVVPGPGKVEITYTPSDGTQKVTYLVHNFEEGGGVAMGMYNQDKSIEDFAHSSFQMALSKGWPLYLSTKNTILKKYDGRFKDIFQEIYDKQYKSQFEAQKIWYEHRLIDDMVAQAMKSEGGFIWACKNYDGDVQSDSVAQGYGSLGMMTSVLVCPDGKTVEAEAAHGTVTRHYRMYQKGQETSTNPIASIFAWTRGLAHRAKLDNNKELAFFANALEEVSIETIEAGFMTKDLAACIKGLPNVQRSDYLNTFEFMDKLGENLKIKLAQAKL
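IDH1-R132H (0.5 ug/mL dispensed) in pH 7.5 Tris buffer was preincubated 30 min with compound, then given a substrate mix of 0.016 mM NADPH and 2 mM alpha-KG for 80 min at room temperature; remaining NADPH was read by diaphorase/resazurin fluorescence.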
* hit, by the source's call; ? = inconclusive; . = no result given; & = joins results of further samples; [ ] = remark or other dose. Unless noted, calls come from the whole dose curve; as a rule, active = well fitted curve in the direction sought with a large enough effect; inconclusive = small, poorly fitted or top-dose-only effect, or another doubt; inactive = no such curve, though single readings can be large; an effect the other way counts as inactive or inconclusive. A portion of the library; rates above refer to the full screens.

Every second line gives: Vif-APOBEC3G blk | LDHA block | USP1-UAF1 inh | RXFP1 ag | Vif-A3F inh | Glioma ERSR ind | PI4K2A inh | TrxR1 substrate | IDH1 R132H inh
- Cc1cc(N2CCCCC2)ccc1[N+](=O)[O-]
    -8% | 3 | -14% | 0.7% | -12% | 2% | -5 | -4% | 4%
- Cc1ccc[n+](CC(=O)Nc2ccc([N+](=O)[O-])cc2Cl)c1
    2% | 5 | -21% | 4.9% | 0% | -4% | -1 | -7% | 1%
- COc1ccccc1OCC(=O)NCC1CCCCC1
    2% | -3 | 1% | -1.8% | -3% | -1% | 2 | 5%[57.1 µM] | 7%
- CCCCCCn1c(N2CCN(c3cccc(Cl)c3)CC2)nc2c1c(=O)[nH]c(=O)n2C
    0% | -2&3 | -25% | 2.6% | . | -5% | -2 | -8% | 4%
- Cc1nc(C)c(C(=O)Nc2cccc(C)c2C)s1
    0% | -6 | -20% | 0.4% | -11% | ? | 2 | 2% | 0%
- O=C(COC(=O)c1cc(=O)c2ccccc2o1)Nc1ccc2ccccc2c1
    4% | 8&1 | -12% | 0.1% | -13% | 8% | -1 | -10% | 1%
- Cc1ccc(C(=O)N/C(=C\c2cccc([N+](=O)[O-])c2)C(=O)NCc2ccncc2)cc1
    -1% | -7 | 6% | 0.2% | -8% | -2% | 1 | 0% | -2%
- CCCCn1c(N)c(N(CC(C)C)C(=O)c2cc(S(=O)(=O)N3CCCCC3)ccc2C)c(=O)[nH]c1=O
    0% | -15 | -9% | -0.1% | 0% | -1% | -3 | -5%[57.1 µM] | -9%
- Cc1csc(NC(=O)Cn2cnnn2)n1
    -1% | -2 | -25% | 1.6% | -3% | -2% | -5 | -11%[57.1 µM] | 4%
- Cc1ccc(S(=O)(=O)NNC(=O)C2Cc3c(ccc4ccccc34)O2)cc1 (configuration not stated)
    2% | -1 | -3% | 1.8% | -2% | -2% | 1 | 8%[57.1 µM] | 5%
- Cc1ccc(NC(=O)C(Cc2ccccc2)NS(=O)(=O)c2cccc3nsnc23)c(C)c1 (configuration not stated)
    3% | 1 | -1% | -4.1% | 6% | -4% | 4 | -7% | 5%
- NC(=O)c1ccc(NC(=O)COC(=O)CCN2C(=O)c3ccccc3C2=O)cc1
    0% | -7 | -14% | . | 2% | -4% | 5 | -6% | 1%
- Cc1ccc(NC(=O)c2ccc(NC(=O)N3CCSc4ncccc43)cc2)c(Cl)c1
    -8% | -4 | -23% | 10% | -6% | -7% | -1 | 4% | -18%
- O=C(c1cc(-c2ccccc2)nn1-c1ccccc1)N1CCN(S(=O)(=O)c2cccc(F)c2)CC1
    -3% | 3 | -5% | 0.0% | 7% | -3% | -8 | -6% | 3%
- NC(=O)CSc1nc(C23CC4CC(CC(C4)C2)C3)nc2ccccc12
    -8% | -1 | -18% | 2.6% | 0% | -6% | -2 | -3%[57.1 µM] | 9%
- COCC(C)n1c(SCc2ccc(C(=O)OC)cc2)nc2ccccc2c1=O (configuration not stated)
    -6% | 8 | -10% | 0.3% | -2% | -6% | 2 | 5%[57.1 µM] | 1%
- COc1ccccc1C(CNC(=O)c1cccc(S(=O)(=O)Nc2ccc(F)cc2)c1)N(C)C (configuration not stated)
    -1% | -4 | -17% | -0.1% | 0% | -5% | 4 | -2% | 9%
- CC(=O)N1CCc2cc(S(=O)(=O)CCC(=O)Nc3cc(C)cc(C)c3)ccc21
    1% | -6 | -12% | 2.7% | 3% | 1% | 4 | -10% | 10%
- Cc1ccc(SCCNC(=O)c2ccccc2)cc1
    -6% | 0 | -13% | 0.8% | 7% | 5% | 1 | 11%[57.1 µM] | 2%
- O=C(c1ccccc1)N1CCN(C(=O)C23CC4CC(CC(C4)C2)C3)CC1
    0% | -5 | -12% | 0.8% | 3% | -7% | 4 | 3% | -2%
- O=C(CC1(CC(=O)N2CCOCC2)CCCC1)Nc1ccccc1
    4% | -4 | -8% | -1.1% | 1% | -3% | 6 | 0% | 5%
- COC(=O)CNc1cc(S(=O)(=O)N2CCCCC2)ccc1Oc1ccc(C(=O)OC)cc1
    1% | -7 | -8% | -0.5% | 8% | -2% | -3 | -1%[57.1 µM] | -1%
- CCOc1ccc2c(c1)C(c1ccc(C)o1)=NNC(c1ccncc1)=N2
    16% | -5 | -17% | 0.1% | 10% | -5% | -13 | -1% | -6%
- NC(=O)Nc1ccc(/C=C/c2ccnc3ccccc23)cc1
    -8% | -2 | . | . | . | 2% | . | 8% | .
- COc1ccc(F)cc1C(=O)C1CCCN(Cc2cn(C)c3ccccc23)C1 (configuration not stated)
    2% | -10 | -9% | 3.6% | -10% | -4% | -4 | 0% | -5%
- O=C(Nc1nc(-c2ccccn2)cs1)c1cc2ccccc2o1
    -24% | 5 | -16% | 3.8% | ? | ? | -5 | -2% | 10%
- CCN(CC)S(=O)(=O)c1ccc2[nH]c(=O)c3ccccc3c2c1
    0% | -1 | -24% | ? | 1% | -2% | -1 | -1% | 2%
- Cc1ccc(Nc2ccc([N+](=O)[O-])nc2[N+](=O)[O-])cc1
    -7% | -2 | -5% | -1.7% | -2% | -4% | 7 | -3% | 4%
- Cc1cc(C)cc(N(C(C)C(=O)NCCC2=CCCCC2)S(C)(=O)=O)c1 (configuration not stated)
    0% | -2 | -14% | 1.3% | 6% | -1% | -5 | -5% | 5%
- CCN1C(=O)c2cccc3c(NC(=O)c4cccc(N5C(=O)CCC5=O)c4)ccc1c23
    1% | 6 | -10% | 3.6% | -1% | 1% | 7 | -3% | 10%

Additional entries:
Every second line gives: Vif-APOBEC3G blk | LDHA block | USP1-UAF1 inh | RXFP1 ag | Vif-A3F inh | Glioma ERSR ind | PI4K2A inh | TrxR1 substrate | IDH1 R132H inh
- CSC(=Nc1ccccc1)Nc1ccccc1
    1% | -6 | -20% | -1.5% | -1% | 1% | 3 | -10% | -7%
- O=C(Nc1ccc(C(F)(F)F)cc1)c1csc(-c2ccncc2)n1
    -1% | -7 | -4% | 2.8% | 0% | -1% | 2 | 3%[57.1 µM] | 12%
- CCOc1ccc(-c2nnc3sc(COc4ccc(C)cc4)nn23)cc1
    -2% | -1 | -10% | 3.0% | -9% | -5% | 3 | 10%[57.1 µM] | 9%
- CCN(CC)C(=O)CN(c1ccc(F)c(Cl)c1)S(C)(=O)=O
    1% | -7 | -11% | 1.5% | 0% | 0% | 7 | 9%[57.1 µM] | 12%
- N#Cc1ccccc1OCc1cccc(S(=O)(=O)N2CCOCC2)c1
    1% | -5 | -10% | -2.7% | 1% | -1% | -5 | -5% | 7%
- COc1ccc(-c2nc(SCC(=O)NC3CCCC3)c(-c3ccc(OC)cc3)[nH]2)cc1
    -5%&-3% | 0&2&-5 | ? | -2.1%&6.7% | 2%&5% | 1%&-2% | 3&1 | -10%&-3% | 12%&12%
- COc1ccc(-n2c(Cc3cccn3C)nnc2SCC(=O)Nc2ccccc2C)cc1
    -1% | -1 | -20% | 3.5% | 2% | -1% | -4 | 5% | -3%
- O=C(Nc1ccccc1)Nc1cc([N+](=O)[O-])ccc1F
    0% | -5 | -11% | 0.0% | 7% | -1% | 0 | -9% | 17%
- Cc1nn2c(-c3ccncc3)ccnc2c1Cl
    -1% | -9 | 2% | 7.6% | -7% | -5% | 0 | 2%[57.1 µM] | -6%
- Cc1ccc(NS(=O)(=O)c2ccc(C3CCCCC3)cc2)cc1
    -12% | -2 | -17% | -0.8% | 1% | -2% | -2 | -10% | 3%
- Cc1sc(N(C(=O)CCc2ccccc2)c2ccc(C(=O)O)cc2)nc1-c1ccccc1
    -7% | -14 | -24% | 1.8% | -3% | 8% | -2 | 1% | ?
- COc1ccccc1C(=O)N1CCN=C1SC
    0% | -3 | -4% | 1.2% | 0% | -4% | 3 | 4% | -2%
- CCCC(=O)C1=C(O)C(C(=O)OC)C(C)(C)CC1=NC (configuration not stated)
    1% | 0 | -16% | 1.9% | 0% | -4% | -2 | -16% | 7%
- C=CCn1cnc2c(sc3nc(C)cc(C)c32)c1=O
    -3% | -1 | -22% | 2.2% | -1% | 3% | -3 | 2% | 12%
- O=C(c1ccc(S(=O)(=O)Cc2cc(F)ccc2F)c([N+](=O)[O-])c1)N1CCCC1
    -25% | 7 | -6% | 0.4% | 12% | -4% | 23 | -9%[57.1 µM] | 3%
- CC1CCN(C(=O)C(NS(=O)(=O)c2cccc3nsnc23)C(C)C)CC1 (configuration not stated)
    0% | -1 | -4% | -2.1% | -11% | -4% | -7 | -12% | -7%
- Cc1ccnc(NC(=O)COc2ccc3oc4c(c3c2)CCCC4)c1
    3% | -7 | -17% | 0.0% | 2% | 5% | 3 | -2% | 0%
